# Screening results: PubChem, National Center for Advancing Translational Sciences (NCATS)
# GLP1R inv ag: qHTS of GLP-1 Receptor Inverse Agonists (Inhibition Mode); Glucagon-like peptide 1 receptor (Homo sapiens), P43220; HEK293 GLP-1R CRE-luciferase, luminescence, 24 h; GLP-1R form is constitutively active; Potency, µM (doses to about 38.3 µM), for inactives: top-dose activity change, negative = inhibition, actives largely listed as inhibitors; 1.6% of 410,000 active; AID 624417, 2012; note: potency is the fitted concentration of half-maximal effect; % is set by controls: 0 for no effect and ±100 for the full control effect; nearly all actives have a fitted effect of over 55% in size
# Target sequence (P43220 whole entry, looked up): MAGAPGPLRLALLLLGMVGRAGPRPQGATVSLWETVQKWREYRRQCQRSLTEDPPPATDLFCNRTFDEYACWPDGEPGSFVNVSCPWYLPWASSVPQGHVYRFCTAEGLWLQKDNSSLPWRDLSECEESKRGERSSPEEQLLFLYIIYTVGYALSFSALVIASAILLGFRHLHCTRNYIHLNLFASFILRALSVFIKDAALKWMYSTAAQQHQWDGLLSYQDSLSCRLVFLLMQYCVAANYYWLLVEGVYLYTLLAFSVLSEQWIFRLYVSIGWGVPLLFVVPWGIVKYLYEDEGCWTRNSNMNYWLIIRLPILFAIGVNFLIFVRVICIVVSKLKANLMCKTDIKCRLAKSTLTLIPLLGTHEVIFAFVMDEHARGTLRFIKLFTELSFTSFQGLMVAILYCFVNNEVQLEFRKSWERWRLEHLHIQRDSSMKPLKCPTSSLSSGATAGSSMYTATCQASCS
#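 Readout was luciferase luminescence, measured 12 min after detection reagent at room temperature. Beforehand, GLP-1R reporter HEK293 cells had sat 12 h, then received compounds for 24 hr at 37 deg C.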
# GLP1R ag: qHTS of GLP-1 Receptor Agonists | Glucagon-like peptide 1 receptor (Homo sapiens), P43220 | HEK293 GLP-1R CRE-luciferase, luminescence, 4-6 h; cells express a hypersensitive GLP-1R form | Potency, µM (highest dose often 45.6 µM), for inactives: at the top dose activation, actives largely listed as activators | 0.007% of 380,000 active | AID 624172, 2012; note: potency is the fitted concentration of half-maximal effect; % of control where 0% means no effect
# PTHR1 ag: qHTS for PTHR1 Agonists: Primary Screen. Parathyroid hormone/parathyroid hormone-related peptide receptor (Homo sapiens), Q03431. HEK293 GP2 PTHR1 cells, GloSensor cAMP luminescence, 1 h. Potency, µM (doses to about 115 µM), inactives show at the highest dose activation, hits mostly activators. 0.075% of 410,000 active; note: potency is the fitted concentration of half-maximal effect; nearly all actives have a fitted effect of over 55% in size; some results filed as inactive show a strong effect at the top dose; inactives centre near -15; many of its hits are not listed in these tables
# Target sequence (Q03431 whole entry, looked up): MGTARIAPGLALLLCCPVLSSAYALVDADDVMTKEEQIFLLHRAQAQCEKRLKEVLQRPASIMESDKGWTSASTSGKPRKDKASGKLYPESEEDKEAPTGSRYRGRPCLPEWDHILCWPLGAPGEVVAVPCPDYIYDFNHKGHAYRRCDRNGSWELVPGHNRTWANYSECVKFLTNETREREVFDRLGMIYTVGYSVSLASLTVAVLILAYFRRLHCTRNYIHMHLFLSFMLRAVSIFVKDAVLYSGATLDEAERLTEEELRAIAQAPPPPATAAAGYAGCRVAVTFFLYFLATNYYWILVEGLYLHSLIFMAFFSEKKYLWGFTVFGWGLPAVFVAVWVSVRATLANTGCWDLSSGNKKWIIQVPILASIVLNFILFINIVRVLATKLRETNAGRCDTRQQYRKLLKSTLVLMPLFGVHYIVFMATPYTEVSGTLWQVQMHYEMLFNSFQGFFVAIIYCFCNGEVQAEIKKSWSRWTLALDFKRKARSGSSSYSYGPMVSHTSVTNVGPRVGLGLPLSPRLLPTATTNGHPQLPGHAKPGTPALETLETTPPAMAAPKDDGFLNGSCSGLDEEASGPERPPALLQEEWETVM
#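 HEK-293-derived GP2 cells expressing PTHR1 and a GloSensor cAMP reporter, 3,000/well, plated overnight, given luciferin plus IBMX (each 0.5 mM as added) for 1 h at 37 °C, then compound for 1 h at 37 °C. Luminescence was read after 15 min at room temperature.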
# DRD3 antagonist: qHTS of D3 Dopamine Receptor Antagonist: qHTS | D3R cells, DiscoveRx beta-arrestin luminescence, antagonist mode; hits give low values | max response, negative = inhibition, % | 2.5% of 360,000 active | AID 652054, 2013; in the data active = max response below about -50%; inconclusive = no clear call, values can overlap the other calls; note: % is set by controls: 0 for no effect and ±100 for the full control effect; mostly tested at two doses, the higher about 12 µM
#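 Cells expressing the human receptor were seeded at 1500 cells/well, incubated overnight at 37 degrees C in 5% CO2, then exposed to library compounds with dopamine controls for 90 minutes at 37 degrees C before luminescent detection.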
# TDP-43 yeast inh: qHTS of TDP-43 Inhibitors. 1.8% of 410,000 active. TDP-43 expressing yeast growth rescue, BacTiter-Glo, 24 h. Potency, µM (doses to about 46.1 µM), for the others: top-dose growth rescue (activation), most hits filed as activators. AID 652104, 2013; note: potency is the fitted concentration of half-maximal effect; % of control where 0% means no effect; nearly all actives have a fitted effect of over 50% in size
#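 In this qHTS, compounds that restore growth of yeast expressing TDP-43 appear as activators. Cells (OD600=0.02, galactose medium, raffinose-pregrown) are incubated with compound 24 hr at 30 deg C and growth is quantified by BacTiter-Glo.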
# Akt phos inh: HTS Assay for Inhibitors of Akt Phophorylation: Primary Screen | 0.32% of 360,000 active | Neuro2A IGF-stimulated pAkt S473 HTRF, 20 min; hits give low values | AID 651550, 2012 | activity change, % for hits at 50 µM; in the data active = activity change below about -80%; inconclusive = mostly about -51% to -80%; note: % is set by controls: 0 for no effect and ±100 for the full control effect
#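 Neuro2A cells in DMEM with 0.5% FBS, overnight at 37 deg C, given compound at single 50 µM final, then IGF (6 nM final) for 20 min at 37 deg C. Lysed; phospho-Akt Ser473 by HTRF after 24 h, 665/615 ratio.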
# Abeta rescue: qHTS for compounds that reverse cellular toxicity of Amyloid beta (A-beta) peptide in yeast: Primary Screen | yeast expressing A-beta42, growth rescue, OD600, 48 h; response scale: 0% DMSO, 100% iron-clioquinol control | Potency, µM (highest dose often 46.1 µM), without a hit: at the top dose growth rescue, usual class: activators | 0.063% of 410,000 active; note: potency is the fitted concentration of half-maximal effect; nearly all actives have a fitted effect of over 55% in size
#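 Yeast growth medium received pinned compounds, then yeast cells expressing toxic A-beta were added; plates incubated at 30 C for 48 hr. Growth read as absorbance at 600 nm, normalized to DMSO and equimolar FeCl3 plus clioquinol controls.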
# aSyn yeast inh: qHTS of alpha-syn Inhibitors; 0.14% of 370,000 active; Yeast expressing alpha-synuclein, growth rescue, BacTiter-Glo, 24 h; AID 652106, 2013; Potency, µM (highest dose often 46.1 µM), without a hit: at the highest dose growth rescue (activation), usual class: activators; note: potency is the fitted concentration of half-maximal effect; % of control where 0% means no effect; nearly all actives have a fitted effect of over 65% in size
#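 Galactose-induced alpha-syn yeast (OD600=0.02, raffinose-pregrown) + pinned cpd, 24 hr, 30 deg C; growth by BacTiter-Glo luminescence. Growth restoration scores as activation.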
# FUS suppressor: qHTS for Suppressors of FUS Proteinopathy: Primary screen using FUS-linked yeast assay; S. cerevisiae FUS-expressing, growth rescue, OD600, 24 h; Potency, µM (series often up to 76.6 µM), for the others: at the top dose growth rescue (activation), actives largely listed as activators; 0.24% of 390,000 active;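 note: potency is the fitted concentration of half-maximal effect; plate controls were DMSO vehicle for no effect and reference control for full effect; nearly all actives have a fitted effect of over 55% in size; some results filed as inactive show a strong effect at the top dose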
#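 Steps: raffinose overnight preculture; dilution to OD 0.005 in 2% galactose minimal medium; compound addition (concentration series); 24hr at 30C, 99% humidity; absorbance read at 600 nm.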
# Starred values were filed as active, the others as inactive; i = inactive; ? = inconclusive; . = not tested or not shown; & = joins results of further samples; [ ] = another dose, or the depositor's remark. Unless noted, calls come from the whole dose curve; as a rule, active = well fitted curve in the direction sought with a large enough effect; inconclusive = small, poorly fitted or top-dose-only effect, or another doubt; inactive = no such curve, though single readings can be large; an effect the other way counts as inactive or inconclusive. Some of the compounds tested, so the mix of outcomes need not match the whole.
compound	GLP1R inv ag	GLP1R ag	PTHR1 ag	DRD3 antagonist	TDP-43 yeast inh	Akt phos inh	Abeta rescue	aSyn yeast inh	FUS suppressor
CCOC(=O)c1cc(OC(=O)c2ccccc2OC)n(-c2ccccc2)n1	-3%&0%	-8%&0%	-4%[57.5 µM]	30	10%&1%	.	3%&-6%	-14%&0%	7%&25%
Cc1ccc(-c2nn(-c3ccccc3)cc2C2CC(c3cccs3)=NN2C(=O)CCCC(=O)O)cc1 (configuration not stated)	-32%	1%	-48%[inhibitor]	-10	-11%	i	11%	1%	?
CCOc1ccc(Cc2c(Cl)nc(SC)nc2N(C)C)cc1	?	-3%	-40%[inhibitor]	18	0%	i	?	-11%	.
CN(CCCNC(=O)c1cc2c(=O)[nH]c3ccccc3c2n1C)Cc1ccccc1	?	-6%	i	-1	9%	i	4%	1%	-39%
O=C(O)c1cccnc1SC1CC(=O)N(c2cccc(C(F)(F)F)c2)C1=O (configuration not stated)	9%	-2%	-21%	2	0%	i	7%	4%	-11%
CC(C)Cn1c(CN2CCN(C(=O)c3ccco3)CC2)nc2c1c(=O)n(C)c(=O)n2C	11%	8%	-14%	1	-16%	i	-13%	4%	12%
COc1cc(/C=C/C(=O)OCC(=O)NCCN2C(=O)CSC2=O)ccc1OCC#N	32%[activator]	9%	-14%	16	-2%	i	2%	6%[1.84 µM]	9%
CN(C)CCCn1c(SCC(=O)Nc2nccs2)nnc1-c1ccncc1	32%[activator]	1%	i	-3	-16%	i	-12%	-6%	7%
CC(=O)c1c(NCCc2ccccc2)nc(=S)n(-c2ccccc2)c1C	?	-10%	-16%	-9	3%	i	15%	-3%	3%
COC(=O)N/N=C/c1cc(N=Nc2ccccc2Cl)ccc1O	?	-1%	-2%	-91*	-6%	i	-8%	11%	15%
Cc1ccc(NC(=O)Cn2c(=O)nc(-c3ccccc3)c3ccccc32)cc1	-17%	.	-26%	.	27%	.	-7%	.	-1%
CC(C)c1ccc(S(=O)(=O)N2CCN(C(C)C(=O)N3CCCC3)CC2)cc1 (configuration not stated)	0%	-3%	-39%[inhibitor]	-22	6%	i	5%	6%	.
O=C(c1cccc2ccccc12)C1CCCN(C(=O)CCN2CCCO2)C1 (configuration not stated)	-3%	11%	-7%	10	-10%[9.22 µM]	i	-4%	0%	12%
Cc1cc(NC(=O)NC(=O)c2ccccc2NC(=O)CN)ccc1Oc1ncc(Br)cn1	?	0%	i	-10	19%	i	1%	4%	.
CCCCN1C(=O)c2ccc(C(=O)Nc3cccnc3)cc2C1=O	0%	-9%	8%[57.5 µM]	-24	-20%	i	-12%	2%	16%
CC(NC(=O)c1cccnc1)C(=O)N1CCCCC1 (configuration not stated)	14%	9%	i	-9	18%	i	-8%	2%	-1%
CCOc1ccc2nc(N/C(N)=N/S(=O)(=O)c3ccc(C)cc3)nc(C)c2c1	10%	-1%	-31%[inhibitor]	10	11%	i	5%	0%	-25%
COc1ccccc1CCNC(=O)C(=O)NCC1OCCCN1S(=O)(=O)c1cc(C)ccc1C (configuration not stated)	-31%	-9%	-29%	10	-8%	i	5%	1%	12%
Cc1ccc(-c2nnc(SCC(=O)Nc3cccnc3Cl)n2N)cc1	3%	-2%	-1%	-2	9%	i	-13%	1%	-30%
CSc1nc2ccc(NC(=O)c3ccccn3)cc2s1	?	8%	-34%	6	-12%	i	-10%	-10%	-15%
Cc1ccc(C(=O)N2CCCCCC2)cc1S(=O)(=O)N1CCOCC1	22%	-2%	-18%	20	0%	i	-17%	0%	-5%
COc1ccc(Cl)cc1NC(=O)CCS(=O)(=O)c1ccc(C)cc1	-32%	5%	i	2	10%	i	8%	9%	15%
COc1cccc(CC(=O)OCC(=O)N(C)CC(=O)Nc2ccc(F)cc2)c1	-20%	6%	i	0	-8%	i	-4%	-6%	-16%
COc1ccc(-n2c(O)c(/C=N/NS(=O)(=O)c3cc(C)ccc3C)c3ccccc3c2=O)cc1OC	-19%	-2%	i	-24	-11%	i	-12%	-1%	.
COc1ccccc1-c1nnc(NC(=O)CCS(=O)(=O)c2ccccc2)o1	-3%	6%	-7%	?	7%	i	-5%	0%	.
CCOC(=O)C1C(=O)CC(C)(O)C(C(=O)OCC)C1c1ccco1 (configuration not stated)	-4%	12%	-76%[inhibitor][57.5 µM]	5	5%	i	-5%	-11%	-13%
O=C(CCCn1c(=S)[nH]c2ccccc2c1=O)N1CCN(c2cccc(Cl)c2)CC1	3%	-9%	-45%[inhibitor]	29	2%	.	-8%	.	-4%
CNC(=O)CSc1nc2ccccc2c(=O)n1-c1cc(OC)ccc1OC	1%	20%	i	12	16%	i	8%	1%	-17%
Cc1cc(C)nc(/N=C(\N)Nc2ccccc2-c2ccccc2)n1	?	-1%	-10%	-6	-12%	i	-14%	-1%	12%
CC(C)N1C(=O)CC(Nc2ccc(N3CCOCC3)cc2)C1=O (configuration not stated)	0%	-11%	i	-11	-11%	i	-11%	-1%	12%

compound	GLP1R inv ag	GLP1R ag	PTHR1 ag	DRD3 antagonist	TDP-43 yeast inh	Akt phos inh	Abeta rescue	aSyn yeast inh	FUS suppressor
O=C(Cn1cnc2c(nnn2Cc2ccccc2)c1=O)NCc1ccco1	6%	2%	-1%	19	?	i	9%	4%	-4%
Cc1cccc(-c2oc3ccccc3c2-c2ccc3c(c2)OCO3)c1	2%	8%	-5%	0	17%	i	-6%	23%	-28%
N#CC(=C=[N-])c1nc2ccccc2nc1-[n+]1cccc(NC(=O)c2cccs2)c1	8%	0%	?	-23	-2%	i	3%	-1%	17%
Cc1nnc(SCC(=O)c2ccc(Br)cc2)s1	-20%	2%	-40%[inhibitor]	5	6%	i	-19%	1%	-1%
CC1CCc2sc(C(=O)NC3CCN(Cc4ccccc4)CC3)cc2C1 (configuration not stated)	?	3%	-40%[inhibitor]	-95*	-6%	i	6%	1%[1.84 µM]	?
CSC(=Nc1cccc(C)c1)NC#N	14%	-1%	i	4	2%	i	-4%	15%	-1%
Clc1ccc(/C=N/Nc2nnc(Cl)c3ccccc23)cc1	14%	2%	i	-29	-15%	i	-1%	-10%	-16%
CCn1c(SCc2nnc(-c3ccccc3)o2)nnc1-c1ccc(S(=O)(=O)N2CCCC2)cc1	-1%	4%	-14%[57.5 µM]	40	0%	i	0%	9%	30%
CCOC(=O)C1=NOC(CN(c2ccccc2)S(=O)(=O)c2ccc(Cl)cc2)C1 (configuration not stated)	-18%	5%	-32%[inhibitor]	12	-12%[0.397 µM]	i	9%	-1%	9%
Cc1ccc(CNC(=O)CCCn2c(=O)c3ccccc3n(CC(=O)NC3CCCC3)c2=O)cc1	-1%	-9%	i	-1	-4%	i	-2%	-5%	-8%
CC(C)c1ccc(C(=O)N2CCCN(C(=O)c3ccc(C(C)C)cc3)CC2)cc1	?	1%	-24%	6	24%	i	16%	1%	.
CSc1nnc(-c2cnccn2)n1C	39%[activator]	7%	i	5	-13%	i	1%	4%	4%
O=S(=O)(c1ccc(-c2csc(-c3cccnc3)n2)cc1)N1CCCC1	151%[activator]	14%	-7%[57.5 µM]	-3	0%	i	-1%	1%	2%
Cc1nc(N2CCCC2)ncc1C(=O)Nc1ccc(F)cc1F	5%	.	-29%	.	?	.	-11%	.	-13%
O=C(C1=C(O)C(=O)N(CCN2CCOCC2)C1c1cccs1)c1cc2ccccc2o1 (configuration not stated)	1%	4%	-2%	16	15%	i	-5%	-1%	2%
COc1ccc(OC)c(NC(=O)C(=O)NNC(=O)C23CC4CC(CC(C4)C2)C3)c1	?	-1%	-43%[inhibitor]	9	27%	i	?	19%	6%
O=C(CCC1CCCN(c2ncccn2)C1)NCc1ccccc1F (configuration not stated)	1%	17%	i	10	0%	i	5%	-9%	2%
CCc1nnc(NS(=O)(=O)c2ccc(NC(=S)NC(=O)/C=C/c3ccc([N+](=O)[O-])cc3)cc2)s1	7%	-6%	i	3	10%	i	6%	12%	?
Cn1c(=O)c2c(ncn2CC(O)CNc2ccc(Br)cc2)n(C)c1=O (configuration not stated)	-2%	2%	-3%[57.5 µM]	19	-6%	i	-10%	-1%	33%
Cc1c(C(=O)N2CCc3ccccc3C2)oc2ccc(S(=O)(=O)N3CCCCCC3)cc12	?	-1%	-35%[inhibitor]	-13	-18%	i	10%	19%	.
Cc1ccc(S(=O)(=O)N2CCN(C(=O)CCC(=O)NCc3cccc(C(F)(F)F)c3)CC2)cc1	-29%	-1%	-83%[inhibitor]	3	9%	i	15%	2%	37%
CNc1cncc(-c2cccc(C(=O)N3CCOCC3)c2)n1	2%	9%	-10%	13	15%	i	-15%	2%	-22%
O=C(/C=C/c1cccc(F)c1)OCC(=O)N1CCCC1	-27%	-2%	-24%	9	-11%	i	?	-10%	8%

# Shown with two lines to a compound: part of the list above
# Every second line gives: GLP1R inv ag | GLP1R ag | PTHR1 ag | DRD3 antagonist | TDP-43 yeast inh | Akt phos inh | Abeta rescue | aSyn yeast inh | FUS suppressor
> Cn1c(=O)c2c(ncn2CC(O)CNc2ccc(Br)cc2)n(C)c1=O (configuration not stated)
  -2% | 2% | -3%[57.5 µM] | 19 | -6% | i | -10% | -1% | 33%
> Cc1c(C(=O)N2CCc3ccccc3C2)oc2ccc(S(=O)(=O)N3CCCCCC3)cc12
  ? | -1% | -35%[inhibitor] | -13 | -18% | i | 10% | 19% | .
